Screens (PubChem BioAssay)
Runt-CBFb FRET – inhibitors of RUNX1 Runt–CBFb binding, primary screen, biochemical, FRET, Cerulean-Runt, Venus-CBFb, uHTS | Runt-related transcription factor 1 (Homo sapiens) + Core-binding factor subunit beta … | inhibition, % at 20 µM | Cerulean-Runt/Venus-CBFb FRET ratio 530/480, 1 h | hit rate 0.46% among 220,000 | AID 1496, 2009;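 active = inhibition over about 50% at 20 µM in the single-dose screen, limit read from the data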;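 also: 0% = DMSO wells and 100% = excess unlabeled CBFb competitor control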
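System: Cerulean-labeled Runt domain protein | Quantity: 100 nM of each labeled protein | Schedule: 1 h compound exposure, room temperature | Detection: Fluorescence energy transfer, 422 nm excitation, 530/480 nm emission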
14-3-3 Bad inh – inhibitors of 14-3-3 zeta/Bad binding, primary screen, biochemical, TR-FRET, bovine 14-3-3 zeta; hit rate 0.71% among 220,000; TR-FRET 14-3-3zeta/Dy647-pBad peptide displacement, 1 h; inhibition, % at 21.7 µM;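 active = inhibition above about 70%, limit read from the data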;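 also: 0% = full 14-3-3 plus peptide FRET controls and 100% = background without 14-3-3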
Runt-SMMHC FRET – inhibitors of RUNX1 Runt–CBFb-SMMHC binding, primary screen, biochemical, FRET, Cerulean-Runt, Venus-CBFb-SMMHC, uHTS; hit rate 0.74% among 220,000; inhibition, % at 20 µM; Runt-related transcription factor 1 (Homo sapiens) + Core-binding factor subunit beta …; Cerulean-Runt/Venus-CBFb-SMMHC FRET ratio 530/480, 1 h;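 active = mean inhibition across duplicate retests at 20 µM reaching about 50%, limit read from the data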;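 also: 0% = DMSO wells and 100% = wells with excess untagged CBFb-SMMHC; inhibitors lower the FRET ratio by blocking Runt binding to CBFb-SMMHC; some results filed as inactive read as strong as hits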
NCF1 inh – p47phox/p22phox peptide binding inhibitors, primary screen, biochemical, uHTS, NADPH oxidase regulatory subunit. fluorescence polarization, 2 h. Neutrophil cytosol factor 1 (Homo sapiens), P14598. inhibition, % at 24.7 µM. AID 1274, 2008. hit rate 0.53% among 220,000;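 active = inhibition above about 30%, limit read from the data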;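 also: 0% = p47phox with labelled peptide and 100% = labelled peptide alone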
L929 necroptosis – inhibitors of zVAD-triggered necroptosis, primary screen, L929 cells; viability rescue, % at 10 µM; L929 zVAD necroptosis rescue, ATP luminescence, 24 h; with zVAD 60 µM; hit rate 0.38% among 220,000;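 active = activation, scaled between plate controls, above about 75%, limit read from the data; inactive = activation under that limit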;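 also: 0% = zVAD with DMSO and 100% = DMSO alone without zVAD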
MDM2 E3 inh – MDM2-luciferase reporter signal enhancers, primary screen, MDM2 E3 ligase inhibitor project, cell-based, luminescence, 1536-well | signal enhancement, % at 5 µM | AID 1230, 2008 | hit rate 0.11% among 210,000 | cell-based MDM2 ubiquitination luciferase reporter, 2 h; 0 = plate control, 100 = twice control, blank-subtracted | E3 ubiquitin-protein ligase Mdm2 (Homo sapiens), Q00987;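 active = signal enhancement of 30% or more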;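 also: luminescence tracks abundance of the self-degrading MDM2-luciferase fusion protein; higher signal means inhibition of MDM2 E3 ligase activity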
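Buffer or medium: Cells held in DMEM | Assay system: Stable mammalian line carrying autodegrading MDM2–luciferase fusion reporter | Quantity: 2000 cells/well | Times: 4 h settle plus 2 h compound, 37 °C | Doses: One concentration, 5 µM, with 0.2% DMSO | Technique: Luminescence with SteadyLite reagent, 15 min at room temperature | Benchmarks: Plate controls and plate blanks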
EBV gp42 inh – Epstein-Barr virus gp42 inhibitors, primary screen, biochemical, uHTS, fluorescence polarization; AID 1085, 2008; hit rate 0.42% among 220,000; inhibition, % (tested at 21.74 µM); Fluorescence polarization binding assay, mP read-out; in the data active = inhibition above about 50%
Hck Nef HTS – inhibitors of Nef-activated human Hck kinase, primary screen, biochemical, Z-Lyte FRET, 384-well, Hck-YEEI. Tyrosine-protein kinase HCK (Homo sapiens), P08631. Recombinant Hck-YEEI plus Nef, Z-Lyte FRET kinase assay. inhibition, % at 20 µM. hit rate 0.68% among 220,000. AID 463187, 2010;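 active = Hck-Nef kinase inhibition above about 50%, limit read from the data; inactive = inhibition below that limit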;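 also: 0% = DMSO with Hck plus Nef and 100% = Hck alone without Nef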
TbHK1 inh – Trypanosoma brucei hexokinase 1 inhibitors, primary screen, biochemical, G6PDH-coupled NADH absorbance, MLSCN library | hit rate 0.11% among 220,000 | hexokinase 1 [Trypanosoma brucei] | inhibition, % at 10 µM | recombinant TbHK1, G6PDH-coupled NADH A340;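 active = inhibition of 50% or more in the single-dose primary screen; inactive = inhibition below 50%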
An asterisk follows results filed as active; . = not tested or not shown; [ ] = another dose, or the depositor's remark. The order is random; about 3.2% have a hit in one of these screens.

SMILES | Runt-CBFb FRET | 14-3-3 Bad inh | Runt-SMMHC FRET | NCF1 inh | L929 necroptosis | MDM2 E3 inh | EBV gp42 inh | Hck Nef HTS | TbHK1 inh
CN(C)c1ccc(-c2ccc([C@H]3[C@@H]4C=CCC[C@@]4(C)C(=O)N3Cc3ccccc3)c(F)c2)cc1 | 0.5 | 2.1 | -1.5 | -10.5 | 0.7 | -4.7 | -12.0 | 5.9 | -31.6
COc1ccc(Nc2nc(-c3cccc([N+](=O)[O-])c3)nc3ccccc23)cc1 | -3.1 | 19.7[fluorescence artefact?] | 3.0 | -6.0 | 2.6 | -13.7 | -2.0 | 1.9 | -13.6
C/C(=N/NC(=O)c1cccs1)c1cccc(NC(=O)C2CC2)c1 | . | 7.8 | -6.3 | -2.6 | 2.8 | -13.4 | -14.6 | 1.5 | -2.6
COc1cc(S(=O)(=O)n2c(C)nc3ccccc32)ccc1F | -0.5 | 0.1 | -3.9 | -9.7 | -0.8 | 10.2 | -14.9 | 6.7 | -1.5
COc1ccccc1NC(=O)Cn1nnc(C(=O)Nc2ccccc2)c1N | 1.6 | -5.5 | 2.0 | -6.3 | 0.3 | -16.6 | -2.9 | 2.1 | 12.6
CCN(CC)C(=O)CSc1nnc2nnc3cc(Cl)ccc3n12 | -186.1 | 0.9 | -143.3 | 9.4 | 1.3 | -10.6 | 66.6* | -4.5 | -16.9
O=C(CN1CCCCCC1)NCCc1ccc(F)cc1 | -0.6 | 74.9* | -7.0 | -8.2 | 0.3 | -8.5 | -0.6 | 1.8 | 3.8
CCCCN1CC(O)=C(c2nc3ccccc3[nH]2)C1=N | -1.4 | 0.3[fluorescence artefact?] | -3.8 | -4.5 | 0.9 | -6.3 | -18.8 | 27.3 | -1.2
CCNC(=O)CN1C(=O)NC(Cc2ccccc2)(Cc2ccccc2)C1=O | -0.3 | 5.6 | -1.2 | -7.5 | 1.8 | -17.4 | -14.3 | -1.0 | 6.2
Cc1noc(C)c1C(=O)Nc1sc(C)c(C)c1C#N | 1.0 | -22.1 | -0.2 | -39.0 | -0.4 | -4.3 | -24.1 | -7.7 | -19.3
Cc1cccc(Nc2ncccc2C(=O)O)c1C | -1.4 | 0.1 | -1.3 | 2.5 | 0.7 | -9.1 | -9.3 | 2.0 | -8.7
O=C(/C=C/c1ccc(S(=O)(=O)NCc2ccco2)cc1)NCc1cccc(Cl)c1 | -2.9 | 24.0 | 4.1 | -42.6 | 1.2 | 2.3 | -20.9 | 3.8 | 32.5
Cn1cnc2c1c(=O)n(Cc1ccccc1)c(=O)n2C | 2.0 | 6.6 | -1.3 | -4.6 | 0.5 | -10.4 | -8.0 | 1.0 | -1.8
COC(=O)C1=C(C)Nc2ncnn2C1c1ccco1 (stereo not given) | 0.4 | 0.2 | 3.4 | -3.7 | 0.0 | -17.1 | 7.0 | 1.4 | 1.2
O=C1c2ccncc2C(=O)N1C1CCCCC1 | 0.5 | 5.2 | 1.3 | 2.0 | 0.1 | -22.4 | 7.1 | -1.4 | 5.6

Arranged by the number under TbHK1 inh (falling): some entries from above
compound,TbHK1 inh
COc1ccccc1NC(=O)Cn1nnc(C(=O)Nc2ccccc2)c1N,12.6
CCNC(=O)CN1C(=O)NC(Cc2ccccc2)(Cc2ccccc2)C1=O,6.2
Cn1cnc2c1c(=O)n(Cc1ccccc1)c(=O)n2C,-1.8
CCN(CC)C(=O)CSc1nnc2nnc3cc(Cl)ccc3n12,-16.9
CN(C)c1ccc(-c2ccc([C@H]3[C@@H]4C=CCC[C@@]4(C)C(=O)N3Cc3ccccc3)c(F)c2)cc1,-31.6

Rewritten with tabs: two of the compounds above.
mol	Runt-CBFb FRET	14-3-3 Bad inh	Runt-SMMHC FRET	NCF1 inh	L929 necroptosis	MDM2 E3 inh	EBV gp42 inh	Hck Nef HTS	TbHK1 inh
Cc1noc(C)c1C(=O)Nc1sc(C)c(C)c1C#N	1.0	-22.1	-0.2	-39.0	-0.4	-4.3	-24.1	-7.7	-19.3
COc1ccccc1NC(=O)Cn1nnc(C(=O)Nc2ccccc2)c1N	1.6	-5.5	2.0	-6.3	0.3	-16.6	-2.9	2.1	12.6

New compounds follow.
SMILES | Runt-CBFb FRET | 14-3-3 Bad inh | Runt-SMMHC FRET | NCF1 inh | L929 necroptosis | MDM2 E3 inh | EBV gp42 inh | Hck Nef HTS | TbHK1 inh
O=C(Nc1nc2ccccc2s1)c1cnccn1 | 2.1 | -6.6 | 0.5 | 12.4 | -0.6 | -1.3 | -13.7 | 5.8 | -35.5
COc1cc(NC(=O)c2cc(-c3cccc(O)c3)on2)cc(OC)c1OC | 1.7 | -2.5 | 0.8 | -34.5 | 1.2 | -4.8 | -5.7 | 16.0 | 0.7
COc1ccc(CCC(=O)Nc2cc([N+](=O)[O-])ccc2OC)cc1 | -1.3 | -14.3 | -0.3 | -3.7 | 1.0 | 3.3 | 0.8 | 3.3 | -4.6
CC(=O)c1c(C(C)=O)c(C)n(-c2cccc3cccnc23)c1C | 1.8 | 4.1 | 2.9 | -10.7 | -2.3 | -1.1 | -12.2 | 10.4 | 2.6
Cc1c(C(=O)NN)sc(-c2ccccc2)c1C#N | -1.4 | -9.0 | -1.7 | -1.5 | 0.7 | 1.5 | -4.3 | 8.6 | -10.5
N#C/C(=C(/O)COC(=O)COc1ccc(Cl)cc1)c1nc2ccccc2[nH]1 | 6.5 | 1.7 | 12.5 | -98.2 | 65.4 | -8.4 | -54.4 | 3.6 | -11.7
O=C1NC2(CCC3(CC2)OCCO3)NN1c1ccccc1 | 0.7 | -5.4 | -2.2 | 0.5 | 0.3 | -7.7 | -15.4 | 24.2 | 2.4
CCCn1nnc(NC(=O)c2cccc(OCc3ccccc3)c2)n1 | -0.1 | 8.2 | -3.3 | -12.4 | 2.6 | -19.6 | -13.0 | -23.8 | 13.5
CC12CC(NC(=O)N1CCc1ccccc1)c1ccccc1O2 (stereo not given) | -2.8 | 4.0 | -2.8 | -5.5 | 0.8 | -16.5 | -5.9 | -0.4 | 1.1
Clc1cccc(N2CCN(c3ncnc4nc[nH]c34)CC2)c1 | 0.5 | -0.6 | -0.3 | -9.3 | 1.6 | -14.5 | -8.9 | 7.8 | -11.7
CCN1CCN(Cc2ccc(NC(=O)c3ccc(C)c(NC(=O)C(=O)c4c[nH]c5ccccc45)c3)cc2C(F)(F)F)CC1 | 0.5 | 20.7 | 4.2 | 59.0* | 62.7 | 13.5 | -24.2 | 12.6 | -16.5
COCCN(CCOC)C(=S)Nc1cc(S(=O)(=O)N(C)C)ccc1C | 0.2 | -9.9 | -0.8 | -0.8 | 0.3 | -3.5 | -5.3 | 17.8 | 2.1
O=Cc1nc(-c2ccc(Cl)cc2)n2ccccc12 | 0.4 | 1.7[fluorescence artefact?] | -2.5 | -3.9 | -0.4 | -20.2 | -6.8 | 6.0 | -28.3
C1=C(CCNc2ncnc3nc[nH]c23)CCCC1 | 1.3 | 4.8[fluorescence artefact?] | 3.1 | -4.7 | 35.5 | -19.6 | -3.9 | 6.3 | -3.4
O=C(Nc1ccc(Cl)cn1)c1cnn2cccnc12 | 0.7 | 81.6* | -1.2 | -7.3 | -0.7 | -36.8 | -7.5 | -5.1 | -9.7
COC(=O)Cn1c2c(c3cc(C)ccc31)CCCC2NC(C)c1ccccc1 (stereo not given) | -0.5 | -0.9 | -7.3 | -5.9 | 1.3 | -11.0 | -16.5 | 8.5 | -5.0
COc1ccc(/C=N/NC(=O)c2nonc2C)cc1 | -3.4 | 0.9[fluorescence artefact?] | -14.5 | 0.9 | -0.1 | -53.5 | -5.9 | -1.5 | -23.9
CSc1nc2ccc3nc(NC(=O)c4cccs4)sc3c2s1 | -2.4 | 72.5*[fluorescence artefact?] | -22.1 | -19.6 | 0.4 | -4.2 | -36.2 | 5.6 | 44.9
COC(=O)c1ccccc1N/C=C1\CCc2c(c(C)nn2-c2ccccn2)C1=O | 53.5* | -10.7 | 63.0* | -29.0 | 0.1 | -15.5 | -65.8 | 20.1 | -15.4
COc1cc(OC)c(OC)cc1/C=N/Nc1ncnc2c1[nH]c1ccc(C)cc12 | -27.9 | 94.3* | 11.4 | 34.2* | 78.9* | . | -0.4 | 47.5 | -35.6
CCCOc1ccccc1C1CC(=O)NC(C)=C1C(=O)OCC(C)C (stereo not given) | -3.1 | 0.1[fluorescence artefact?] | 0.9 | -8.8 | -0.3 | -17.8 | 6.1 | 0.4 | 0.6
O=C(CCn1ccc2ccccc21)Nc1ccc(N2CCOCC2)cc1 | -2.5 | 5.5 | 3.3 | -0.6 | -0.4 | -16.0 | -16.0 | 0.4 | -1.3
Cc1ccc(SCc2nc3ccccc3n2CC(=O)Nc2c(C)cccc2C)cc1 | . | 4.6 | -7.5 | -0.3 | -0.1 | -14.8 | -24.1 | 6.0 | -5.3
C=CC(C)Sc1nc2c(c(=O)n(C)c(=O)n2C)n1Cc1ccccc1Cl (stereo not given) | -5.7 | 14.2 | 2.0 | 0.9 | 3.6 | -15.0 | -21.3 | 0.8 | -1.5
CCn1nc2cc(C(=O)NCC34CC5CC(CC(C5)C3)C4)ccc2c1OC | -1.8 | 57.4 | -3.1 | 0.1 | 0.1 | -2.9 | -7.7 | 0.1 | 6.3
COC(=O)c1ccc(COc2cccc(OC)c2)o1 | 0.1 | -0.5 | 3.2 | -7.6 | -1.0 | -16.2 | -19.7 | 5.8 | 7.3
COc1ccc(/C=C/C(=O)Nc2ccccc2C(=O)N2CCCC2)cc1 | 2.3 | -13.8 | 1.0 | -5.6 | -0.1 | -8.5 | -9.6 | 1.1 | -24.6
COc1ccc(OC)c(NC(=O)Cc2coc3ccc4ccccc4c23)c1 | 2.1 | -6.3 | 3.1 | -15.4 | -1.0 | -12.8 | -13.9 | 9.7 | 4.2
CC(=O)NC1C(OCCOc2ccc(Cl)cc2Cl)OC(COC(C)=O)C(OC(C)=O)C1OC(C)=O (stereo not given) | 0.7 | -1.7 | -3.5 | 1.8 | 0.2 | 4.0 | -7.9 | 0.4 | -3.8
O=C(O)C1CCCN(S(=O)(=O)c2ccc(Br)s2)C1 (stereo not given) | -1.0 | -0.9 | 0.1 | 12.4 | 1.8 | 0.3 | -11.2 | 16.7 | -2.3
Cc1ccc(N2C(=O)c3n[nH]c(C)c3C2c2ccccn2)cc1 (stereo not given) | 1.5 | -5.7 | 0.0 | 72.7* | -0.2 | -13.7 | -40.9 | 0.7 | -2.7
